Screens deposited in PubChem by several laboratories.
Yfh1-depleted yeast: enhancers of respiration in Yfh1-depleted yeast, dose response, Friedreich's ataxia, plus single-dose screen (AID 1465); 220,000 tested, 0.074% active; S. cerevisiae Yfh1-off respiration, WST-1 reduction, 72 h; higher fold induction means a stronger effect; one-dose fold induction at 50 µM; EC50 in µM for titrated hits;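 active = fold induction of absorbance versus untreated yeast above a set limit, then at least 30% activation at any dose in follow-up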;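 note: activators that raise dye reduction in frataxin-depleted yeast; strong numbers were not always called active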
GPR55 antagonists: GPR55 antagonists blocking LPI-driven arrestin recruitment, primary screen, imaging, U2OS, beta-arrestin-GFP, LPI agonist (AID 2013). 290,000 tested, 0.13% active. U2OS GPR55 beta-arrestin-GFP translocation imaging, LPI antagonism; higher % means a stronger effect. inhibition, % at 10 µM; hits with a dose series show IC50 in µM;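 active = spots per cell inhibited over 60%, with over 100 cells counted and total cytoplasm intensity under 500,000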;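 note: U2OS cells stably carrying GPR55 and arrestin-GFP stimulated by 5 µM LPI near EC80; imaged beta-arrestin-GFP aggregate spots per cell after agonist stimulation; plate controls were LPI-stimulated DMSO wells for no effect and DMSO wells without LPI for full effect; some results filed as inactive read as strong as hits; confirmed hits need IC50 under 10 µM and bright autofluorescent wells are also inconclusive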
MgcRacGAP inhibition: MgcRacGAP GTPase-activating activity inhibitors, confirmation, biochemical, ADP Hunter fluorescence; 340,000 tested, 0.6% active; MgcRacGAP-stimulated Rac1 GTP hydrolysis, ADP Hunter fluorescence; higher % means a stronger effect; GST-tagged Rac1 F28L mutant substrate; inhibition, % at 30 µM; hits with a dose series show IC50 in µM; AID 624330;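 active = first-screen hits whose inhibition reached a set limit at any dose in the follow-up dose series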;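 note: fluorescence reports GDP produced by GAP-driven GTP hydrolysis; strong numbers were not always called active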
GPR35 arrestin U2OS: inhibition of zaprinast-stimulated GPR35 beta-arrestin translocation – imaging, U2OS, beta-arrestin-GFP, zaprinast agonist, primary screen (AID 2058) | U2OS GPR35 beta-arrestin-GFP translocation imaging, zaprinast antagonism; higher % means a stronger effect | inhibition, % at 10 µM; hits with a dose series show IC50 in µM | 290,000 tested, 0.052% active;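 active = inhibition of at least 50% with at least 30 cells and total cytoplasm GFP at most 10,000,000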
SV40 large T antigen: SV40 large T antigen inhibitors, biochemical (AID 1903); SV40 large T antigen ATPase/helicase inhibition assay; higher % means a stronger effect; inhibition, % at 20 µM, or IC50 in µM where a hit was titrated; 310,000 tested, 0.39% active; in the data active = a potency from the dose series; note: strong numbers were not always called active
GPR55 activation: GPR55 agonists via beta-arrestin recruitment, primary screen, imaging, U2OS cells, beta-arrestin-GFP redistribution (AID 1961); 290,000 tested, 0.048% active; one-dose activation, % at 10 µM; EC50 in µM for titrated hits; U2OS GPR55 beta-arrestin-GFP redistribution imaging; higher % means a stronger effect;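 active = activation above 40% with more than 50 cells counted in the well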;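 note: U2OS osteosarcoma cells stably expressing GPR55 and beta-arrestin-GFP; plate controls were DMSO negative control for no effect and LPI positive control for full effect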
NTR1 agonist: agonists of NTR1, primary screen, imaging, U2OS cells, beta-arrestin-GFP, high content (AID 493036) | P30989 | NTR1-U2OS beta-arrestin-GFP spot imaging, agonist mode | activation, % at 20 µM | 330,000 tested, 0.17% active;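 active = activation at or above 40% of the spot to cytoplasm intensity ratio, with at least 20 cells analyzed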;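 note: 0% = DMSO without peptide and 100% = 100 nM NTR1 peptide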
Target sequence (P30989 whole entry, looked up): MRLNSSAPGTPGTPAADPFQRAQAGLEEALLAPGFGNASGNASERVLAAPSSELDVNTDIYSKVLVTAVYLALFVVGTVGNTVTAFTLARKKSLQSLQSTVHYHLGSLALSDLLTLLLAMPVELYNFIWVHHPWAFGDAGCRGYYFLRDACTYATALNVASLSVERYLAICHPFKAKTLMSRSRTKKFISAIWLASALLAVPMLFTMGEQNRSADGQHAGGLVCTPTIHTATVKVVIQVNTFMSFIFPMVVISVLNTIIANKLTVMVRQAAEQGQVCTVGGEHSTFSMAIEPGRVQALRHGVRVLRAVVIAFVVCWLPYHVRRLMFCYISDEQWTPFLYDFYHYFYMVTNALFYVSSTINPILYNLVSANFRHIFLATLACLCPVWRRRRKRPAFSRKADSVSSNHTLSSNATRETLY
AID2073: inhibitors of Mint1-CaV2.2 protein interaction, biochemical, HTRF (AID 2073). HTRF protein-protein interaction, Mint1-CaV2.2; higher % means a stronger effect. one-dose inhibition, % at 20 µM; IC50 in µM for titrated hits. 290,000 tested, 0.19% active; in the data active = inhibition mostly above about 51%, no sharp cut-off; note: some results filed as inactive read as strong as hits
Dengue-2 NS5 capping: Dengue-2 NS5 methyltransferase inhibitors, primary screen, biochemical, confirmation dose response (AID 588689) | Dengue-2 NS5 methyltransferase capping enzyme assay, biochemical; higher % means a stronger effect | one-dose inhibition, % at 25 µM; IC50 in µM for titrated hits | 340,000 tested, 0.3% active; in the data active = a potency from the dose series
NTR1 agonist cell count 20 µM: second read-out of NTR1 agonist, no call of its own (marks repeat the call); cell count; measured here: cell count, cytotoxicity flag
Dengue-2 NS5 capping pilot replicate: recorded beside Dengue-2 NS5 capping, whose call it bears; inhibition, %; measured here: pilot screen replicate inhibition
* hit, by the source's call; i = inactive; nt = no result given.

SMILES	Yfh1-depleted yeast	GPR55 antagonists	MgcRacGAP inhibition	GPR35 arrestin U2OS	SV40 large T antigen	GPR55 activation	NTR1 agonist	NTR1 agonist cell count 20 µM	AID2073	Dengue-2 NS5 capping	others
CCOC(=O)C1CCN(S(=O)(=O)c2c(C)[nH]c(C)c2C(=O)N2CCCC2)CC1	nt	-1%	7%	19%	4%	0.2%	-0.6	83	4%	-6%
COc1ccc(/C=C(\NC(=O)c2ccc([N+](=O)[O-])cc2)C(=O)NCCCn2ccnc2)cc1	nt	10%	8%	1%	7%	0.3%	0.4	42	-3%	-1%
Cc1nc(NNC(=O)c2ccc(Cl)cc2Cl)cc(-c2ccccc2)n1	i	9%	2%	-12%	16%	0.0%	2.1	42	2%	10%
CCOCCCN(C(=O)c1ccco1)C(C(=O)NC1CCCC1)c1ccc(OC)cc1 (stereo unspecified)	nt	8%	3%	-10%	nt	1.1%	-1.9	36	8%	0%
CC(C)c1ccc(NC(=O)N2CCc3ccccc3C2)cc1	i	8%	12%	23%	-1%	-0.3%	0.0	106	-1%	1%
COC(=O)Cc1ccc(OCc2ccc(Cl)nc2)cc1	i	4%	2%	-5%	-2%	-0.3%	0.6	81	10%	-5%
O=C(Nc1nnc(-c2ccncc2)o1)c1ccc2ccccc2c1	nt	-5%	4%	6%	13%	-0.1%	1.2	85	9%	-4%
O=C(NCc1ccc(Cl)cc1)c1ccc(COCC(F)(F)F)o1	i	3%	5%	-15%	14%	0.5%	1.3	44	20%	-9%
O=C(Cc1ccc(Cl)cc1)NNC(=O)c1cnccn1	i	-1%	8%	6%	21%	-0.2%	-0.4	65	3%	-3%
O=C(Cn1c(NCCCO)nc2ccccc21)c1ccc(Cl)cc1Cl	nt	14%	-1%	9%	5%	-0.2%	-1.4	52	5%	-5%
Cc1n(-c2ccccc2)c2ccc(Cl)cc2[n+]1CCO	i	7%	-2%	1%	9%	0.2%	0.0	45	12%	-7%
CCOc1ccc(Br)cc1S(=O)(=O)N1CCC(C(=O)O)CC1	i	6%	5%	-13%	8%	0.5%	0.8	53	-3%	-3%
O=C(O)c1ccc(N/N=C/c2c[nH]c3ccccc23)cc1	nt	18%	48µM*	-1%	33%	-0.2%	-0.6	89	-17%	5%
COc1ccc(S(=O)(=O)Nc2ccccc2C(=O)N2CCCC2)cc1OC	i	2%	6%	0%	6%	-0.3%	0.9	64	7%	-12%
O=C(CN1C(=O)c2ccccc2S1(=O)=O)NCc1ccccc1Cl	i	6%	2%	2%	0%	0.6%	6.1	61	46%	-5%
CCS(=O)(=O)N1Cc2ccccc2CC1C(=O)OCC(=O)Nc1ccc(SC(F)F)cc1 (stereo unspecified)	i	3%	-3%	-3%	2%	-0.1%	5.6	71	20%	-8%
Cc1ccc(C(=O)C2=C(O)C(=O)N(CCN3CCOCC3)C2c2ccccn2)o1 (stereo unspecified)	i	7%	nt	-3%	12%	-0.1%	0.2	46	1%	nt
CCCCCN(C(=O)CCC(=O)OCCOc1ccccc1)c1c(N)n(CCCC)c(=O)[nH]c1=O	nt	nt	3%	nt	12%	nt	1.3	51	nt	1%
CCOC(=O)c1ccc(NC(=O)CSc2nc3c(c(=O)n2C)SC(C)C3)cc1 (stereo unspecified)	i	6%	2%	8%	6%	-0.2%	6.0	57	-7%	-5%
Cc1cc2cc(CCNC(=O)CCc3ccccc3)c(=O)[nH]c2cc1C	nt	-1%	17%	0%	nt	-0.1%	4.2	59	13%	1%
CCCN1CCC(=O)N([C@H](COc2ccccc2)c2ccccc2)CC1	nt	15%	5%	16%	11%	0.0%	-2.7	94	11%	2%
NC(=O)c1cc(S(=O)(=O)Nc2cccc(F)c2)co1	i	-6%	-1%	-6%	0%	-0.1%	2.9	61	2%	-9%
Cc1cccc(Cc2c(C)nc3c(C(=O)NCc4ccco4)cnn3c2C)c1	i	-4%	1%	11%	5%	-0.2%	4.5	61	9%	-6%
CCN1c2ccccc2NC2C1C(C(C)=O)C(=O)N2c1ccc(Cl)cc1 (stereo unspecified)	i	5%	15%	10%	12%	-0.3%	3.3	46	4%	-11%
COCCn1c(CN2CCN(c3ccc(OC)cc3)CC2)nc2c1c(=O)n(C)c(=O)n2C	i	8%	14%	8%	16%	-0.3%	1.4	65	-4%	1%	Dengue-2 NS5 capping pilot replicate=2.1

In the list so far, these contain a furan ring, fused or not.
SMILES	Yfh1-depleted yeast	GPR55 antagonists	MgcRacGAP inhibition	GPR35 arrestin U2OS	SV40 large T antigen	GPR55 activation	NTR1 agonist	NTR1 agonist cell count 20 µM	AID2073	Dengue-2 NS5 capping	others
CCOCCCN(C(=O)c1ccco1)C(C(=O)NC1CCCC1)c1ccc(OC)cc1 (stereo unspecified)	nt	8%	3%	-10%	nt	1.1%	-1.9	36	8%	0%
O=C(NCc1ccc(Cl)cc1)c1ccc(COCC(F)(F)F)o1	i	3%	5%	-15%	14%	0.5%	1.3	44	20%	-9%
Cc1ccc(C(=O)C2=C(O)C(=O)N(CCN3CCOCC3)C2c2ccccn2)o1 (stereo unspecified)	i	7%	nt	-3%	12%	-0.1%	0.2	46	1%	nt
NC(=O)c1cc(S(=O)(=O)Nc2cccc(F)c2)co1	i	-6%	-1%	-6%	0%	-0.1%	2.9	61	2%	-9%
Cc1cccc(Cc2c(C)nc3c(C(=O)NCc4ccco4)cnn3c2C)c1	i	-4%	1%	11%	5%	-0.2%	4.5	61	9%	-6%

(further entries)
SMILES	Yfh1-depleted yeast	GPR55 antagonists	MgcRacGAP inhibition	GPR35 arrestin U2OS	SV40 large T antigen	GPR55 activation	NTR1 agonist	NTR1 agonist cell count 20 µM	AID2073	Dengue-2 NS5 capping	others
O=C(Cn1cnc2c(nnn2Cc2ccc(F)cc2)c1=O)NCC1CCCO1 (stereo unspecified)	i	-16%	2%	19%	3%	0.2%	0.8	66	44%	-2%
COc1ccc(NC(=O)CCC(=O)N2CCCC2)c([N+](=O)[O-])c1	nt	1%	7%	8%	10%	-0.2%	-1.0	57	-3%	-1%
OC1(CN2CCOCC2)C2CN3CCN(C2)CC1(c1ccccc1)C3 (stereo unspecified)	i	2%	-4%	4%	24%	-0.2%	0.2	62	3%	-5%
Cn1cccc1CC(=O)N/N=C/c1cccc2ccccc12	i	-8%	10%	-5%	4%	-0.2%	2.4	51	2%	-7%
CC(=O)Nc1cccc(C(=O)OCC(=O)c2ccccc2Cl)c1	i	-1%	3%	5%	6%	0.7%	0.1	61	-4%	-1%
CCCOC(=O)/C=C/c1c(C)[nH]c(=O)[nH]c1=O	i	-8%	7%	-12%	15%	0.1%	-1.3	61	0%	-6%
COC(=O)C1=C(C)NC(C)=C(C(=O)OC)C1c1ccco1	i	5%	7%	0%	5%	-0.1%	1.3	49	13%	-2%
C/C(=N\Nc1ccc(Cl)cc1)c1ccncc1	nt	17%	nt	-2%	9%	-0.1%	1.2	51	5%	-3%
CCC(C)(C)n1nnnc1C(c1ccc2ncccc2c1)N1CCN(c2nc3ccccc3s2)CC1 (stereo unspecified)	i	5%	3%	11%	10%	-0.4%	0.5	46	20%	-1%
O=C(NCCCCCCNC(=O)c1ccc(Br)s1)c1ccc(Br)s1	i	0%	2%	-5%	13%	-0.3%	8.5	91	25%	8%	Dengue-2 NS5 capping pilot replicate=1.5
Cc1cnn(-c2ccc3nnc(-c4ccc(Br)cc4)n3n2)c1	i	16%	-4%	0%	8%	0.0%	2.4	95	0%	-7%
Cc1ccc(NC(=O)c2ccco2)c([N+](=O)[O-])c1	i	-1%	6%	0%	8%	-0.3%	-1.1	33	3%	nt
CC(Oc1cccc(Cl)c1)C(=O)Nc1ccccc1N1CCCC1 (stereo unspecified)	nt	nt	-2%	nt	19%	nt	9.6	52	nt	-9%
Cc1ccccc1COC(=O)c1cc([N+](=O)[O-])ccc1N1CCOCC1	nt	-10%	2%	8%	12%	0.6%	2.1	52	10%	-3%
O=C(NCCc1ccccc1)Oc1ccc(Cl)cc1	i	5%	3%	8%	9%	0.3%	0.8	51	-4%	3%
COc1ccc(C(=O)c2coc3ccc(O)c(CN4CCCC4)c23)cc1	i	-1%	8%	-9%	3%	-0.2%	-0.3	95	-5%	-6%
COc1ccc(C)cc1N(C(=O)c1ccc(F)cc1)c1nc2ccccc2s1	i	-1%	-5%	2%	9%	0.0%	7.5	73	12%	-4%
CCOc1cnc(-c2ccc(OC)cc2)o1	i	24%	10%	4%	-8%	-0.2%	-0.1	92	-4%	-5%
Cc1cc(C)c2nc(SCc3ccc([N+](=O)[O-])cc3)nc(C)c2c1	i	9%	5%	-8%	1%	-0.1%	2.4	90	-1%	-4%
CC(c1ccccc1)c1nnc(NC(=O)Nc2ccccc2)s1 (stereo unspecified)	nt	1%	5%	3%	0%	-0.2%	7.8	45	7%	-5%	Dengue-2 NS5 capping pilot replicate=-0.6
N#C/C(=C/c1cn[nH]c1-c1ccc(Br)cc1)C(=O)O	i	3%	11%	-4%	-4%	-0.4%	0.1	50	4%	-9%
CCCC(O)(CCC)C(=O)NN(C(=O)CCl)c1cccc(C)c1	i	15%	5%	13%	5%	0.7%	0.6	106	35%	-2%
O=C(NNC(=S)NC(=O)c1ccccc1[N+](=O)[O-])c1ccc(Cl)cc1Cl	i	4%	5%	0%	14%	-0.1%	0.5	46	-5%	1%
Cc1cccc(C(=O)N/N=C/c2ccccn2)c1	i	-3%	9%	0%	-5%	-0.2%	-0.5	71	3%	-4%
Cc1ccc(CCCOC(=O)CN2CCCCC2)cc1	i	-1%	2%	2%	5%	-0.1%	-0.4	39	0%	-6%
CCC1(C(=O)OC)NC(c2ccccc2OC)C2C(=O)N(C)C(=O)C21 (stereo unspecified)	i	9%	5%	10%	4%	0.2%	-0.9	70	1%	-1%
O=[N+]([O-])c1cccc(-c2nnc3n2CCCCC3)c1	nt	4%	7%	8%	9%	-0.2%	-1.2	60	6%	-7%
Cn1c(CCC(=O)Nc2cc(S(C)(=O)=O)ccc2Cl)nc2cc(S(=O)(=O)N3CCOCC3)ccc21	nt	nt	5%	nt	86%	nt	-1.1	42	nt	4%
Cc1cc(C)nc(-n2ncc3c2CC(c2ccccc2C)CC3=O)n1 (stereo unspecified)	i	6%	1%	-9%	12%	0.4%	1.8	86	1%	-2%

Quoted at random: three records from the list.
SMILES	Yfh1-depleted yeast	GPR55 antagonists	MgcRacGAP inhibition	GPR35 arrestin U2OS	SV40 large T antigen	GPR55 activation	NTR1 agonist	NTR1 agonist cell count 20 µM	AID2073	Dengue-2 NS5 capping	others
C/C(=N\Nc1ccc(Cl)cc1)c1ccncc1	nt	17%	nt	-2%	9%	-0.1%	1.2	51	5%	-3%
CCCC(O)(CCC)C(=O)NN(C(=O)CCl)c1cccc(C)c1	i	15%	5%	13%	5%	0.7%	0.6	106	35%	-2%
Cn1cccc1CC(=O)N/N=C/c1cccc2ccccc12	i	-8%	10%	-5%	4%	-0.2%	2.4	51	2%	-7%
